From PubChem BioAssay
AID2073 = inhibitors of Mint1-CaV2.2 protein interaction, biochemical, HTRF (AID 2073); HTRF protein-protein interaction, Mint1-CaV2.2; higher % means a stronger effect; one-dose inhibition, % at 20 µM; IC50 in µM for titrated hits; 290,000 tested, 0.19% active; in the data active means inhibition mostly above about 51%, no sharp cut-off; inconclusive means no clear call, values can overlap the other calls; inactive means mostly below about 53%; further: some results filed as inactive read as strong as hits
KOR beta-arrestin-1 = kappa opioid receptor activators – cell-based, luminescence, uHTS, primary screen (AID 1777); KOR beta-arrestin recruitment, luminescence; higher % means a stronger effect; one-dose activation, % at 10 µM; EC50 in µM for titrated hits; 280,000 tested, 0.02% active; in the data active means activation above about 50%, passing the limit was not always enough; further: a part of the inactive calls stands beside numbers as strong as those of hits
M1AAP inhibition = P. falciparum M1AAP inhibitors, biochemical, fluorogenic H-Leu-NHMec substrate, 1536-well (AID 1445); 220,000 tested, 0.42% active; inhibition, % at 30 µM, or IC50 in µM where a hit was titrated; recombinant M1AAP, H-Leu-NHMec fluorogenic kinetic assay; higher % means a stronger effect;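 active means primary inhibition above the hit cutoff, then over 50% inhibition at one or more dose response concentrations, cut at about 23% in these data, passing the limit was not always enough; inconclusive means conflicting primary data, or primary hits not chosen for dose response; inactive means low primary inhibition, or under 50% at every dose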;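 further: plate controls were DMSO full reaction for no effect and no enzyme background for full effect; strong numbers were not always called active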
HEK293 NOD2/NF-kB = inhibition of NOD2-driven NF-kB reporter – cell-based, luminescence, uHTS, HEK293 (AID 1566). HEK293 NOD2/NF-kB luciferase reporter, luminescence; higher % means a stronger effect. 290,000 tested, 0.63% active. one-dose inhibition, % at 4 µM; EC50 in µM for titrated hits; further: many of its hits are not listed in these tables
P. falciparum M17LAP = P. falciparum M17LAP inhibitors, primary screen, biochemical, fluorogenic H-Leu-NHMec substrate, 1536-well (AID 1619). recombinant M17LAP, H-Leu-NHMec fluorogenic kinetic assay; higher % means a stronger effect. inhibition, % at 30 µM; hits with a dose series show IC50 in µM. 220,000 tested, 0.38% active;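 active means compound inhibiting the enzyme by more than half at any dose during confirmatory dose-response retesting; inconclusive means strong single-dose inhibitors picked by rank but not retested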;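 further: plate controls were full reaction with DMSO carrier for no effect and no enzyme background for full effect; strong numbers were not always called active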
NOD1 inhibition = inhibition of NOD1-driven NF-kB reporter – cell-based, luminescence, uHTS, primary screen (AID 1578). NOD1-driven NF-kB luciferase reporter cells, luminescence; higher % means a stronger effect. inhibition, % at 4 µM, or EC50 in µM where a hit was titrated. 290,000 tested, 1% active; in the data active means inhibition mostly above about 36%, no sharp cut-off; inactive means mostly below about 34%;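 further: HEK-293T reporter cells stimulated with the NOD1 agonist gamma-tri-DAP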
Dynein cargo inh = blocks dynein driven cargo transport along microtubules; 220,000 tested, 0.47% active; z-score, hits read low; 3617.4 mouse cells, GR-EGFP nuclear translocation imaging; test concentration mostly 20 µM; stimulated with dexamethasone, 1 µM; active compounds read low; AID 1381;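 active means plate z-score of nuclear minus cytoplasmic receptor signal below a set negative limit, without overly bright fluorescence or cell loss, cut at about -3.5 in these data, passing the limit was not always enough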;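 further: z-score of nuclear minus cytoplasmic ring GR-EGFP intensity difference per well; some compounds called inactive have numbers as strong as hits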
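Medium: Induction medium lacking tetracycline, stripped serum | Probe or stimulus: 1.0 µM final dexamethasone stimulus | Schedule: 48 h induction, then 1 h compound, then 30 min agonist, 37 °C | Signal: Automated 10x imaging of fixed Hoechst-stained cells | Evaluation: Per-cell GR-EGFP intensity, nucleus versus surrounding cytoplasmic ring, well-averaged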
KOR beta-arrestin-2 = KOR antagonists, beta-arrestin recruitment, cell-based, luminescence, uHTS (AID 1778) | KOR beta-arrestin recruitment, luminescence, antagonist mode; higher % means a stronger effect | 290,000 tested, 0.091% active | inhibition, % at 10 µM; hits with a dose series show IC50 in µM; further: strong numbers were not always called active
GPR55 beta-arrestin = GPR55 agonists via beta-arrestin recruitment, primary screen, imaging, U2OS cells, beta-arrestin-GFP redistribution (AID 1961); 290,000 tested, 0.048% active; U2OS GPR55 beta-arrestin-GFP redistribution imaging; higher % means a stronger effect; one-dose activation, % at 10 µM; EC50 in µM for titrated hits;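 active means activation above 40% with more than 50 cells counted in the well; inconclusive means wells holding fewer than 50 cells, flagged as toxic or sparse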;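 further: U2OS osteosarcoma cells stably expressing GPR55 and beta-arrestin-GFP; plate controls were DMSO negative control for no effect and LPI positive control for full effect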
Dynein cargo inh cytoplasmic EGFP = second read-out of Dynein cargo inh, no call of its own (marks repeat the call); z-score; measured here: cytoplasmic GR-EGFP intensity; active compounds read high
Dynein cargo inh nuclear GR-EGFP = second read-out of Dynein cargo inh, no call of its own (marks repeat the call); z-score; measured here: nuclear GR-EGFP intensity;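 lower value marks the stronger effect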
Dynein cargo inh cell count = further read-out of Dynein cargo inh, marked with its call; z-score; measured here: cell count per field
Starred values were filed as active, the others as inactive; ? = inconclusive; . = not tested or not shown; [ ] = remark or other dose. Unless noted, no stated cut-off is given here; in the data, active means inhibition above about 50%; inactive means the rest. A portion of the library, so the mix of outcomes need not match the whole.

SMILES	AID2073	KOR beta-arrestin-1	M1AAP inhibition	HEK293 NOD2/NF-kB	P. falciparum M17LAP	NOD1 inhibition	Dynein cargo inh	Dynein cargo inh cytoplasmic EGFP	Dynein cargo inh nuclear GR-EGFP	Dynein cargo inh cell count	KOR beta-arrestin-2	GPR55 beta-arrestin
O=C(NNC1=Nc2ccccc2SC1)c1cccc([N+](=O)[O-])c1	5%	0.2%	-10%	-8%	-1%	17%	0.38	-0.12	-0.04	-1	33%	0.2%
CCc1ccc(-c2cn(-c3nc(C)cc(C)n3)c(=N)o2)cc1	-8%	-2.5%	4%	10%	13%	-6%	0.11	-0.081	0.027	-0.63	0%	0.3%
COc1ccc2oc(=N)c(C(=O)NCc3ccccc3)cc2c1	15%	2.1%	.	8%	.	37%	.	.	.	.	-4%	0.3%
CCN(CCCNC(=O)C1CCN(C(=O)c2cc3sccc3n2C)CC1)Cc1ccccc1	21%	-2.1%	.	7%	.	-31%	.	.	.	.	-45%	-0.1%
CCO[C@@H]1OC(C(=O)NCc2nc3ccccc3[nH]2)=C[C@H](C2CCCCC2)[C@H]1CCCO	-3%	0.6%	0%	9%	9%	-14%	0.0091	-0.19	0.29	-0.12	9%	-0.2%
Cc1ccc(N(C)S(=O)(=O)c2ccc3[nH]cc(C(=O)NCCCN4CCOCC4)c(=O)c3c2)cc1C	15%	-1.2%	.	20%	.	-18%	.	.	.	.	-17%	-0.1%
O=C(C1CCC(Cn2c(=S)[nH]c3ccccc3c2=O)CC1)N1CCN(c2ccccn2)CC1 (centres undefined)	15%	-3.3%	-3%	22%	4%	37%	1.1	-0.2	0.74	-0.74	12%	0.1%
O=[N+]([O-])c1ccc(C(O)C23CN4CN(CN(C4)C2)C3)cc1 (centres undefined)	-4%	2.2%	-3%	-7%	13%	-53%	0.79	-0.073	0.85	-1.8	-48%	0.6%
O=[N+]([O-])c1ccc(N2CCCCC2)cn1	1%	-2.6%	5%	-12%	9%	-23%	0.46	-0.26	0.44	-0.11	4%[20 µM]	-0.1%
Nc1nc(CSc2nnc(-c3cccc(F)c3)n2-c2ccccc2)nc(N2CCOCC2)n1	2%	1.0%	-4%	9%	-4%	10%	-0.56	-0.28	-0.53	0.1	-36%	0.2%
COC(=O)C1CN(C(=O)COc2ccc(C)c(C)c2)c2ccccc2O1 (centres undefined)	25%	0.2%	.	-3%	.	-6%	.	.	.	.	6%	0.0%
N#CC1=C(N)N(c2ccccc2)C2=C(C(=O)CCC2)C1c1ccsc1 (centres undefined)	-11%	-1.4%	7%	-28%	8%	-30%	-0.053	-0.2	0.26	1.2	31%	-0.4%

Some entries already given, showing only Dynein cargo inh cytoplasmic EGFP, HEK293 NOD2/NF-kB and KOR beta-arrestin-2.
compound | Dynein cargo inh cytoplasmic EGFP | HEK293 NOD2/NF-kB | KOR beta-arrestin-2
COc1ccc2oc(=N)c(C(=O)NCc3ccccc3)cc2c1 | . | 8% | -4%
CCN(CCCNC(=O)C1CCN(C(=O)c2cc3sccc3n2C)CC1)Cc1ccccc1 | . | 7% | -45%

(continued)
SMILES	AID2073	KOR beta-arrestin-1	M1AAP inhibition	HEK293 NOD2/NF-kB	P. falciparum M17LAP	NOD1 inhibition	Dynein cargo inh	Dynein cargo inh cytoplasmic EGFP	Dynein cargo inh nuclear GR-EGFP	Dynein cargo inh cell count	KOR beta-arrestin-2	GPR55 beta-arrestin
COc1cccc(CN2CC(C(=O)NCCCc3ccc(C)cc3)CCC2=O)c1 (centres undefined)	4%	1.8%	.	-7%	.	-22%	.	.	.	.	-42%	-0.2%
CC(=O)Nc1ccc2c(c1)CCCC2=O	-11%	8.3%	3%	5%	-5%	8%	0.29	-0.12	0.65	0.33	-14%	-0.1%
O=C(CNc1ccc(F)cc1)N/N=C1\CCCc2ccccc21	-9%	-1.2%	0%	0%	3%	-43%	-0.71	-0.37	-0.61	1	-7%	-0.3%
Cc1ccn(-c2n[nH]c(C)c2[N+](=O)[O-])n1	10%	.	-2%	3%	2%	-30%	1.8	-0.17	0.98	-0.85	-4%[20 µM]	-0.1%
COc1cc(Cl)c(C)cc1NC(=O)CSc1nnc(-c2cccnc2)n1Cc1ccco1	0%	6.2%	4%	13%	10%	-2%	0.53	-0.27	-0.2	0.78	-11%	-0.1%
CC(=O)OCc1c(C)cc(C)c(/C=C(/C#N)C(N)=O)c1C	-4%	-5.3%	11%	-2%	19%	-24%	0.6	-0.2	0.68	-0.89	-36%[20 µM]	-0.1%
CCCc1nn2c(=O)cc(COc3cccc(NC(=O)c4ccco4)c3)nc2s1	13%	-4.6%	.	11%	.	-26%	.	.	.	.	-14%	0.6%
CCCCn1c(SCC(=O)Nc2cc(C)on2)nc2c1c(=O)n(C)c(=O)n2C	6%	5.0%	-11%	7%	7%	-21%	0.83	-0.44	0.3	-0.66	4%	-0.2%
COc1cccc(NC(=O)c2cc(-c3cccnc3)nc3c(Cl)cccc23)c1	5%	3.9%	3%	-7%	-9%	10%	1.4	-0.19	1.4	-0.35	-18%	-0.1%
O=C(O)c1cccc(NC(=O)c2cn(-c3ccccc3)nc2-c2cccc(Br)c2)c1	8%	-4.1%	.	15%	.	3%	.	.	.	.	-19%[20 µM]	1.3%
O=C(NC1CCCc2ccccc21)C1CCC(CNS(=O)(=O)c2cccc3nsnc23)CC1 (centres undefined)	?	-5.1%	5%	-15%	-4%	18%	-0.39	-0.25	-0.22	0.24	28%	0.2%
Cc1ccc(-c2cnc3n2CCCCC3)cc1	4%	-5.9%	0%	7%	-11%	-23%	-0.21	-0.22	-0.072	0.95	10%	-0.2%
COc1ccc(C(C(=O)NC(C)(C)C)N(CC2CCCO2)C(=O)CCC(=O)Nc2cc(C)on2)cc1 (centres undefined)	-3%	-0.2%	11%	-6%	0%	-2%	0.37	-0.16	0.87	0.41	-5%	-0.1%
Nc1nnc(CSc2ccc(Cl)cc2)s1	7%	-2.1%	-1%	14%	4%	1%	-1.3	-0.53	-0.51	0.52	-38%	-0.4%
C=CCn1c(NCc2ccccc2O)nc2ccccc21	6%	-5.1%	.	-23%	.	-36%	.	.	.	.	-14%[20 µM]	-0.1%
O=C(N/N=C/c1ccccc1C(F)(F)F)c1ccc(O)cc1	3%	2.0%	8%	-87%	-1%	-70%	0.53	-0.34	-0.042	-0.18	-19%	-0.5%
Cc1cccc(N2CCN(C(=O)c3ccncc3)CC2)c1C	5%	-3.8%	-6%	-1%	-10%	6%	-0.17	-0.29	0.15	0.36	41%	-0.2%
Cc1ccc(C(=O)COC(=O)c2cccc(N3C(=O)c4c(C)nc5ccccc5c4C3=O)c2)cc1C	18%	0.9%	0%	6%	1%	-35%	0.13	0.017	-0.017	-0.3	39%	-0.1%
COc1cccc(/C=N/NC(=O)c2ccc([N+](=O)[O-])cc2Cl)c1O	-2%	13%	2%	16%	15%	-10%	2.7	-0.091	1.5	-2.2	19%	-0.3%
NC(=O)C1CCN(C(=O)CCC(=O)c2ccc(Br)cc2)CC1	10%	2.2%	-1%	4%	-3%	-17%	-0.44	-0.24	-0.44	1.3	-11%	-0.4%
CC(=O)N(Cc1cccs1)C1CCOC(C)(C)C1 (centres undefined)	-7%	6.7%	-1%	6%	1%	2%	-0.28	-0.23	0.15	0.13	-20%	0.5%
Cc1ccc2nc(-c3ccccn3)cc(C(=O)NC(C)C(C)(C)C)c2c1 (centres undefined)	4%	-2.6%	7%	12%	4%	-2%	1.5	-0.32	1.5	-0.23	-28%[20 µM]	-0.1%
Cc1ccsc1/C=C(\C#N)C(=O)NC1CCS(=O)(=O)C1 (centres undefined)	25%	-6.3%	10%	10%	-3%	-18%	0.47	-0.2	-0.11	0.59	22%	0.2%
Cc1nc(CC(=O)c2ccc(O)cc2O)cs1	1%	-2.9%	-1%	10%	10%	13%	-0.84	-0.14	-0.24	0.28	-33%	0.0%
Cc1ncc(C[n+]2csc(CCO)c2C)c(N)n1	12%	-1.0%	.	19%	.	-14%	.	.	.	.	-13%[20 µM]	-0.1%
COc1ccc(OC)c(NC(=O)C2CCCNC2=O)c1 (centres undefined)	4%	-5.9%	0%	5%	-10%	8%	-0.27	-0.1	-0.28	0.51	-11%	0.1%
Cc1cccc(Nc2nc(N3CCCC3)nc(N3CCCC3)n2)c1	14%	-12%	0%	12%	4%	11%	-0.31	-0.25	0.007	0.3	17%	-0.1%
O=C(Nc1ccc(Cl)cc1)NC1CCCc2ccccc21 (centres undefined)	-4%	6.4%	-4%	-75%	4%	-45%	-0.4	-0.24	-0.81	0.85	-58%	0.4%
Cc1cccc2sc(NC(=O)CCNS(=O)(=O)c3cccc4nonc34)nc12	3%	-0.6%	1%	15%	0%	-14%	-0.34	-0.16	0.11	0.98	48%	-0.1%
CC1CCN(c2c(NCC3CCC(C(=O)Nc4ccccn4)CC3)c(=O)c2=O)CC1 (centres undefined)	-2%	2.9%	4%	7%	-8%	-25%	-0.11	-0.23	0.64	0.26	-3%	-0.2%
CC(C)(C)S(=O)(=O)c1cnc(N2CCOCC2)nc1N	8%	1.0%	-1%	26%	0%	-4%	-0.69	-0.2	-0.7	0.85	18%	0.0%
CCc1cc(=O)oc2cc(OCC(=O)NC3CC(C)(C)NC(C)(C)C3)ccc12	5%	0.0%	.	15%	.	5%	.	.	.	.	-49%	0.5%
CCOC(=O)C1=C(N)n2c(s/c(=C\c3cccs3)c2=O)=C(C(=O)OCC)C1c1cccs1 (centres undefined)	23%	-3.4%	8%	-26%	5%	8%	0.41	-0.021	0.24	-0.5	-58%	0.6%
CCc1ccccc1NC(=S)NCC1CCN(c2ccc(OC)cc2)C1 (centres undefined)	24%	-1.6%	7%	-16%	-2%	-4%	-0.34	0.34	0.76	-0.86	26%	0.0%
Cc1ccccc1SCC(=O)N/N=C/c1ccc(F)cc1	14%	0.3%	.	-54%	.	4%	.	.	.	.	-5%	0.4%
COc1ccccc1CCNC(=O)c1ccoc1C	4%	-2.7%	16%	-12%	19%	-34%	0.26	-0.037	0.54	0.58	-22%	0.3%
